# Bioassay records as filed in PubChem.
# LMPTP block – LMPTP phosphatase inhibitors, primary screen, biochemical, fluorescence intensity, uHTS | recombinant LMPTP-A, OMFP fluorogenic substrate | inhibition, % at 20 µM | 360,000 compounds, 0.22% hits;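 active = compounds that cut the enzyme signal by at least half of the control window in the single-dose screen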;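 also: plate controls were DMSO wells with enzyme plus substrate for no effect and substrate without enzyme for full effect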
# Target sequence (P24666 whole entry, looked up): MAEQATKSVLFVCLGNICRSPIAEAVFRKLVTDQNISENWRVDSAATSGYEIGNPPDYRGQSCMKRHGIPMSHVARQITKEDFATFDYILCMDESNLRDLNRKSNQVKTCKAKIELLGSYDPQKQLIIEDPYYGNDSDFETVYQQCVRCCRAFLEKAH
#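 Material: LMPTP-A; amount: 0.625 nM enzyme; doses: single 20 µM dose; times: reaction 50 min, room temperature, dark; technique: fluorescence intensity of OMFP turnover product; benchmarks: no-enzyme and uninhibited controls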
# CSN inh – inhibitors of CSN-mediated cullin deneddylation, primary screen, biochemical, fluorescence polarization, uHTS | 360,000 compounds, 0.38% hits | COP9 signalosome complex subunit 5 (Homo sapiens), Q92905 | Purified CSN, SCF-Nedd8-OG deneddylation | inhibition, % at 12.5 µM | AID 651999, 2013;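 active = pattern-corrected inhibition above about 35%, with an unprinted fluorescence ratio check between 0.5 and 1.5, limit read from the data, passing the limit was not always enough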;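 also: 0% = enzyme with substrate and 100% = substrate without enzyme; some results filed as inactive read as strong as hits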
#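 Assay system: HEK293T-derived human Csn5 enzyme; quantity: 0.24 nM enzyme; medium: Tris/NaCl/DTT buffer, pH 7.5; also added: substrate SCFSkp2-Nedd8OG, 10 nM; doses: 12.5 µM compound; schedule: 90 min reaction at room temperature; signal: FP; read-out: % inhibition of substrate cleavage by Csn5; benchmarks: substrate-only high control, full reaction low control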
# DNMT1 inh – human DNMT1 methyltransferase inhibitors, primary screen, biochemical, molecular beacon, fluorescence, HinP1I cleavage, uHTS | DNA (cytosine-5)-methyltransferase 1 (Homo sapiens), P26358 | inhibition (reported as % activation of signal), % at 10 µM | 360,000 compounds, 0.83% hits | AID 588458, 2011; in the data active = inhibition above about 50%
# MsrA inh – bovine MsrA enzyme inhibitors, primary screen, biochemical, absorbance, HTS. inhibition, % at 15.5 µM. 360,000 compounds, 0.75% hits. Methionine sulfoxide reductase A (Bos taurus). AID 651718, 2012. purified bovine MsrA, absorbance read-out; in the data active = inhibition above about 4.5%;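 also: 0% = vehicle wells with enzyme and 100% = reference inhibitor wells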
# Rpn11 block – Rpn11 (PSMD14) deubiquitinase inhibitors, primary screen, biochemical, fluorescence polarization, uHTS; calls only at 20 µM; 360,000 compounds, 0.59% hits; AID 588493, 2011; human 26S proteasome, Ub4-pepOG fluorescence polarization; 20S core pre-blocked with epoxomicin;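 active = inhibition at 20 µM, scaled to each plate's controls, above about 33%, limit read from the data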
# Target sequence (O00487 whole entry, looked up): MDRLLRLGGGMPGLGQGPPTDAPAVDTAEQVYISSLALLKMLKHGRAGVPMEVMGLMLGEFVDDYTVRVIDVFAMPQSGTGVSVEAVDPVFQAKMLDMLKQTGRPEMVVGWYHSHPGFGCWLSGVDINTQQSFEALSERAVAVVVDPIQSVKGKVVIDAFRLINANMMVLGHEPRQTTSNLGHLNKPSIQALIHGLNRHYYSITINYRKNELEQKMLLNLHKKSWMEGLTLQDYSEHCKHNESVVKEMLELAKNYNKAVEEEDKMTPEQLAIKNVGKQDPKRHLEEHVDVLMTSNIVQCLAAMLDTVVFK
# SUMO1 PPI mod – modulators of SUMO1 protein-protein interactions, primary screen, biochemical, uHTS; Small ubiquitin-related modifier 1 (Homo sapiens), P63165; SUMO1 binding to a labelled peptide, TR-FRET, 1 h; inhibition, % at 20 µM; 360,000 compounds, 0.33% hits; AID 602429, 2012; in the data active = inhibition above about 37%
# Target sequence (P63165 whole entry, looked up): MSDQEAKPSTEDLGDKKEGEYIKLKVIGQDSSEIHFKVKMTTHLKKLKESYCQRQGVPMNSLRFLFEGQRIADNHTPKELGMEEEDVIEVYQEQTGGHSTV
# Tb MetRS inh – T. brucei MetRS inhibitors, primary screen, biochemical, luminescence; 360,000 compounds, 0.4% hits; purified T. brucei MetRS, ATP depletion, Kinase-Glo luminescence; methionyl-tRNA synthetase (Trypanosoma brucei brucei); inhibition, % at 11.9 µM;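 active = inhibition above a per-plate cutoff of the control wells' mean inhibition plus 3 SD, cut at about 5.5% in these data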;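 also: 0% = DMSO wells median and 100% = median of wells with control inhibitor compound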
#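 Test system: purified T. brucei MetRS enzyme. Also added: ATP, methionine and E. coli bulk tRNA substrates. Compound: 11.9 µM single point. Schedule: 15 min enzyme-compound preincubation, 2 h reaction, 10 min detection, 25 °C. Signal: luciferase luminescence of residual ATP, Kinase-Glo. Evaluation: percent inhibition versus plate control medians. Controls: DMSO wells, low control.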
# Scp1 inh – Scp-1 phosphatase inhibitors, primary screen, biochemical, colorimetric, uHTS; Carboxy-terminal domain RNA polymerase II polypeptide A small phosphatase 1 (Homo …; Recombinant Scp1, phosphopeptide, malachite green phosphate absorbance; inhibition, % at 20 µM; 340,000 compounds, 0.88% hits; AID 493091, 2011;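 active = inhibition above about 50% at 20 µM, limit read from the data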;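 also: plate controls were DMSO wells with enzyme for no effect and wells lacking enzyme for full effect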
# Target sequence (Q9GZU7 76-261 limits assumed): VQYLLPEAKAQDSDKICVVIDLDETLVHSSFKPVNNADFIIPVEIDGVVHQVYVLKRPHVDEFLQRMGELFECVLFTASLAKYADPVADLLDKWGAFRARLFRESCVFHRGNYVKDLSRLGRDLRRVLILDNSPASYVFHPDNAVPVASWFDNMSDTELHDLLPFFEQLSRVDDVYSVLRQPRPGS
#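 Assay system: SCP-1 catalytic fragment, aa 76-261 | Buffer or medium: Tris acetate buffer pH 5.5 with MgCl2 and Tween-20 | Compound: One concentration, 20 µM, with 1.0% DMSO | Also added: Phospho 17-mer peptide substrate | Signal: Absorbance at 630 nm | Incubation: 45 min enzyme reaction at room temperature | Measure: % inhibition of SCP-1 phosphate liberation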
# STEP inh – STEP phosphatase inhibitors, primary screen, biochemical, fluorescence intensity, uHTS; Tyrosine-protein phosphatase non-receptor type 5 (Homo sapiens), P54829; recombinant STEP, OMFP fluorogenic substrate; inhibition, % at 20 µM; 360,000 compounds, 0.25% hits; AID 588621, 2011;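 active = inhibition at 20 µM, scaled per plate between control wells, above about 37%, limit read from the data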;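 also: 0% = DMSO with enzyme and substrate and 100% = substrate only without enzyme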
#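 Material: STEP (striatal-enriched tyrosine phosphatase) enzyme, cell-free | Medium: 50 mM Bis-Tris pH 6.0 with 2.5 mM DTT and 0.005% Tween 20 | Read-out: Percent inhibition scaled to no-enzyme and uninhibited-enzyme controls, plate-pattern corrected | Signal: Fluorescence read at 480 nm ex / 540 nm em | Times: 20 min reaction, room temperature, in the dark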
# NadD block – inhibitors of S. aureus NadD, primary screen, biochemical, colorimetric, uHTS; 360,000 compounds, 0.78% hits; Nicotinate-nucleotide adenylyltransferase NadD (Staphylococcus aureus N315); purified NadD enzyme, colorimetric absorbance read-out; inhibition, % at 20 µM; in the data active = inhibition above about 26%; also: some compounds past the cut are filed as inactive
# * = called active by the depositor; i = inactive; . = not tested or not shown; + = active, no number.
SMILES	LMPTP block	CSN inh	DNMT1 inh	MsrA inh	Rpn11 block	SUMO1 PPI mod	Tb MetRS inh	Scp1 inh	STEP inh	NadD block
Cc1ccccc1S(=O)(=O)NC1OC(=O)C(Oc2ccccc2)=C1Br (centres undefined)	0.3	0	0	0.9	i	6	-0.4	-4	3	-3
Cc1cccc(C)c1NC(=O)C(C1CC1)n1c(-c2ccc(-c3ccccc3)cc2)nc2ccccc21 (centres undefined)	7.5	-1	.	0.4	.	-5	0.1	.	.	.
Nc1[nH]c(C(=O)c2ccccc2)c(-c2ccccc2C(F)(F)F)c1C(=O)NCCc1cccs1	0.2	-1	.	-0.2	.	0	0.1	.	.	-5
O=C(NC1CCCCC1)C(c1ccccc1)N(Cc1ccco1)C(=O)c1csnn1 (centres undefined)	-0.8	3	0	-0.6	i	0	-0.8	-5	0	-4
Cc1ccccc1OCCNC(=O)c1ccccc1Sc1ccccc1C#N	0.5	-4	-4	1.1	i	2	-1.2	-13	2	-8
CC(C)c1nc2sc(C(=O)O)c(N)c2c2c1CCCC2	1.2	-3	3	-0.2	i	-4	0.3	-2	3	11
COc1cccc(NC(=O)N2CCCC(C(=O)Nc3ccccc3OC)C2)c1 (centres undefined)	-2.7	-2	6	0.4	i	-2	-0.7	-9	-2	-4
O=C(OCC1COc2ccccc2O1)c1ccccc1F (centres undefined)	1.2	5	10	-0.2	i	-2	-0.5	21	-2	-9
CCc1cc2c3c(c1)C1(C(=O)N3C(C)(C)CC2C)C(C#N)=C(N)N2C(=C1C#N)Nc1ccccc12 (centres undefined)	2.7	-6	-6	0.8	i	-7	-0.5	-4	-2	10
Cc1c(C#N)c2ncnc(-c3ccccc3)c2n1-c1ccccc1	-0.2	1	-1	0.5	i	-1	-0.9	0	-2	13
COc1ccc(CN(CC(=O)NCC2CCCO2)C(=O)CCC(=O)Nc2nccs2)cc1 (centres undefined)	-1.1	0	1	-0.4	i	-5	-0.4	-7	0	-5
COc1ccc(OCCN2CCN(C3CC(=O)N(CCC(C)C)C3=O)CC2)cc1 (centres undefined)	-12	8	-4	-0.8	i	5	-0.1	-8	0	0
CCCCNc1nc2sc3c(c2c(=O)n1-c1cccc(Cl)c1)CCN(C)C3	-0.2	14	-4	0.8	.	1	-0.9	0	1	2
CCN(C(=O)COC(=O)c1[nH]c(C)c(C(C)=O)c1C)C1CCS(=O)(=O)C1 (centres undefined)	-0.9	-3	4	0.8	i	-2	-0.3	70*	-5	-3
COC(=O)c1ccc(NC(=O)CCn2c(=O)oc3ccccc32)cc1	0.1	2	0	0.2	i	0	-0.1	-3	-6	-3
CC(=O)[C@@]1(O)CC[C@H]2[C@@H]3CCC4=CC(=O)CC[C@]4(C)[C@H]3CC[C@@]21C	-2.3	-6	0	-0.9	i	2	-1.4	-12	1	-5
O=C(NNC(=O)c1ccccc1[N+](=O)[O-])Nc1ccccc1C(F)(F)F	-0.3	-1	4	-0.1	i	-7	-1.0	0	-4	-1
CCn1c(SCC(=O)Nc2ccc(C)cc2)nnc1-c1ccc(O)cc1	-2.3	4	0	-1.1	i	44*	-1.0	19	-1	-4
O=C(c1ccoc1)N1CCCC(N2CCN(c3cccc(Cl)c3)CC2)C1 (centres undefined)	2.6	-3	0	-1.0	i	-3	-0.2	0	1	9
Cc1cccc(C)c1NC(=O)c1cc(S(=O)(=O)N2CCOCC2)ccc1F	-0.8	2	-1	1.0	i	2	0.0	0	0	5
CN(C)/C=C/C(=O)c1ccc(Br)s1	-0.5	-1	-2	0.9	i	-12	0.3	-7	0	9
O=C1NC(=Nc2ccccc2Cl)S/C1=C\c1ccc(C(=O)O)cc1	-0.8	4	4	0.7	i	-19	-0.6	5	4	-2
Cc1ccc2cc(C#N)c(NCCNC(=S)NCCCN(C)C)nc2c1C	-5.9	-13	-2	-0.1	i	-7	-0.3	-6	5	-1
OCCNCCSc1ccc(Cl)cc1	-0.7	-5	-1	-0.9	i	-1	0.2	-4	0	-3
CCC(=O)Nc1ccc(Br)c(Cl)c1	-0.6	2	2	0.2	i	2	0.1	-12	3	2
CC(C)OCC(O)CN1CCNCC1 (centres undefined)	-3.1	3	2	-0.5	i	2	-0.9	-1	-4	-3
Cc1ccc(SCC(=O)NC2CC2)cc1	-0.7	-8	0	-1.4	i	1	-0.4	-5	2	2
COc1cccc(CNC(=O)CCC2CCCN(C(=O)c3ccc(C)nc3)C2)c1 (centres undefined)	0.6	1	-4	1.2	i	0	-0.1	-7	0	0
O=C(CCn1c(=S)oc2ccccc21)N1CCN(c2ccc(F)cc2)CC1	0.1	9	0	0.3	i	7	0.4	-11	0	-4
CCCCN(CC)C(=O)Cc1cn(C)c2ccccc12	1.0	-4	-4	0.7	i	-4	0.6	-6	3	-5
COc1ccc2nc(/C(C#N)=C\c3ccc(Oc4ccc([N+](=O)[O-])cn4)cc3)[nH]c2c1	3.2	2	57*	0.0	i	-3	0.6	-3	2	35*
Cc1cccc(N/C=C(\[N+](=O)[O-])S(=O)(=O)c2ccccc2)c1C	0.5	-4	3	-1.1	i	-4	0.5	-4	2	3
Cc1ccc(C)c(OCc2ccc(C(=O)Nc3ccc([N+](=O)[O-])cn3)o2)c1	0.8	-2	-1	1.0	i	-7	0.1	-8	7	-5
O=C(NC1CCCC1)C1c2ccccc2OCC(=O)N1Cc1ccccc1 (centres undefined)	-2.0	-2	.	0.1	.	6	-1.1	.	.	4
O=C1S/C(=C\c2ccc(Cl)cc2)C(=O)N1CCn1cnnn1	-1.2	-4	13	2.8	i	-30	-0.5	-2	-1	0
O=C(O)C1CCCN(S(=O)(=O)c2ccc3c(c2)OCCO3)C1 (centres undefined)	-1.3	1	-4	0.1	i	-2	0.3	-1	-3	-3
Cn1nc(-c2ccccc2)c(CSc2ccccc2)c1Cl	2.8	1	-4	1.3	i	2	-0.4	-5	0	-7
O=C(CSc1n[nH]c(-c2ccncc2)n1)Nc1ccc(Cl)cc1	-0.7	4	0	0.0	i	2	0.4	3	-1	-2
Cc1ccc(NC(=O)CCNS(=O)(=O)c2ccc3c(c2)CCC(=O)N3)cc1C	-0.7	-2	2	-0.3	i	0	-0.2	2	-2	-3
CSc1ccc(Cn2c(C)c(C(=O)NCc3cccs3)sc2=O)cc1	1.2	-2	0	0.4	i	4	-0.4	.	3	-2

# Reprinted from above (3 entries):
SMILES	LMPTP block	CSN inh	DNMT1 inh	MsrA inh	Rpn11 block	SUMO1 PPI mod	Tb MetRS inh	Scp1 inh	STEP inh	NadD block
O=C(O)C1CCCN(S(=O)(=O)c2ccc3c(c2)OCCO3)C1 (centres undefined)	-1.3	1	-4	0.1	i	-2	0.3	-1	-3	-3
Cn1nc(-c2ccccc2)c(CSc2ccccc2)c1Cl	2.8	1	-4	1.3	i	2	-0.4	-5	0	-7
O=C(CSc1n[nH]c(-c2ccncc2)n1)Nc1ccc(Cl)cc1	-0.7	4	0	0.0	i	2	0.4	3	-1	-2

# (cont.)
SMILES	LMPTP block	CSN inh	DNMT1 inh	MsrA inh	Rpn11 block	SUMO1 PPI mod	Tb MetRS inh	Scp1 inh	STEP inh	NadD block
CC1(c2nnnn2Cc2ccccc2)CCC(=O)N1C1CC1 (centres undefined)	-1.8	-5	.	-0.4	.	-2	-0.7	.	.	-7
COc1ccc(C(=O)CSc2nnc(CCc3ccccc3)n2-c2ccccc2)cc1	4.4	5	-13	0.1	i	3	0.4	15	3	10
CCOC(=O)C1=C[C@@H](C(C)C)N(S(=O)(=O)c2ccc(C)cc2)[C@H]1c1ccc(C(C)C)cc1	2.4	-5	5	1.1	i	4	-0.1	.	4	10
COc1cc(C(=O)NC2CCCc3ccccc32)ccc1OCC(=O)Nc1ccc(F)cc1 (centres undefined)	0.7	0	5	-1.0	i	4	0.3	-5	0	2
COC(C(=O)Nc1ccc(F)cc1)c1ccccc1 (centres undefined)	-0.7	3	3	2.1	i	-3	-0.7	-5	-4	6
COc1cccc(C(=O)Nc2cccc(C(=O)NCC(C)C)c2)c1	-1.3	-1	1	0.0	i	-2	0.1	-9	0	-8
CC(=O)Nc1ccccc1C(=O)C(=O)Nc1cccc(Br)c1	-1.7	2	2	2.1	i	-7	-0.1	-6	-2	-13
COc1cc2c(cc1OC)CN(C1CCC(C)CC1)CC2 (centres undefined)	-1.4	-2	2	0.1	i	0	-0.5	-6	-1	1
CC(/C=C/c1ccc(N(C)C)cc1)=N/N=C1/NC(=O)CC(C(=O)Nc2ccc(Cl)cc2)S1 (centres undefined)	3.6	7	-31	0.2	+	-5	-0.3	2	-3	47*
CC(C)CC(=O)Nc1ccc2c3c(cccc13)CC2	0.1	-2	0	0.8	i	-11	-0.3	-10	-3	2
CCOC(=O)C(NC(=O)c1ccc(F)cc1)(Nc1nnc(C)s1)C(F)(F)F (centres undefined)	-4.8	5	3	-0.5	i	-5	-0.2	-2	-3	10
COc1ccccc1N1CCN(C(=O)c2cn(C)c3ccc(S(=O)(=O)N4CCOCC4)cc3c2=O)CC1	-1.2	3	1	2.1	i	14	0.2	-14	-4	-2
COc1cc(/C=C/C(=O)OCC(=O)c2ccccc2)cc(OC)c1OC	1.8	-3	-5	2.9	i	-15	-0.3	-8	0	-5
Cc1ccc(C(C)C)c(OCC(=O)Nc2ccc(N3CCN(S(C)(=O)=O)CC3)cc2)c1	-0.1	3	-1	-0.2	i	-2	-0.2	-5	1	-6
